Screening data: PubChem BioAssay, National Center for Advancing Translational Sciences (NCATS)
L3MBTL1 inh: qHTS Assay for the Inhibitors of L3MBTL1; actives 0.66% (n = 230,000); Lethal(3)malignant brain tumor-like protein 1 (Homo sapiens), Q9Y468; AID 485360, 2010; Potency, µM (doses to about 57.1 µM), for the others: at the highest dose activity, negative = inhibition, usual class: inhibitors; AlphaScreen L3MBTL1–H3K9me1 peptide binding; active means well fitted inhibition curve with a large enough effect; inconclusive means small, poorly fitted or top-dose-only effect; inactive means no such curve, though single readings can be large or run the other way; further: nearly all actives have a fitted effect of over 60% in size
Target sequence (Q9Y468 whole entry, looked up): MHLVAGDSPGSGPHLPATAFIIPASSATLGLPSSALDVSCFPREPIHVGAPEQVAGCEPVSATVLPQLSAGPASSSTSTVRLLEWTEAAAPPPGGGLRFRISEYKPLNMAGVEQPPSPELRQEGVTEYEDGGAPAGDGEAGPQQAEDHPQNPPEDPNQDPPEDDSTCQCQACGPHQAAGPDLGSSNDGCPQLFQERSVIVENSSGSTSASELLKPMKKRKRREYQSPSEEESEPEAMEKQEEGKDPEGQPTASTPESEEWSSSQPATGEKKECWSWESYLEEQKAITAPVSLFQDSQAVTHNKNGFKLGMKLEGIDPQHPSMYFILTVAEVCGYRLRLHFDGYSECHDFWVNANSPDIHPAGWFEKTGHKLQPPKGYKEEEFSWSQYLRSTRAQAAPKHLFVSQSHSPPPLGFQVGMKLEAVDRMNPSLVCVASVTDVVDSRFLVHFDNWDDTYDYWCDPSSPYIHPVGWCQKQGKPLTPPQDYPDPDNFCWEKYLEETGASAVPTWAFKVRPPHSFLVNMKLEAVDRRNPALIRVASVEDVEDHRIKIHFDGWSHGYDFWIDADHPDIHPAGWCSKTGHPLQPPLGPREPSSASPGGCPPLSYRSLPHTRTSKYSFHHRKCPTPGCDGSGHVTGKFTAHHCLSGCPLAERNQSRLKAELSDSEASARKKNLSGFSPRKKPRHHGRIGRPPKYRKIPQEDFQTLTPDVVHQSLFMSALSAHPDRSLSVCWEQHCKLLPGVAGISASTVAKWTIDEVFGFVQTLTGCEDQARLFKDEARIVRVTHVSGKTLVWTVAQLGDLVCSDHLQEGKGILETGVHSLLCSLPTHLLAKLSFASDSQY
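L3MBTL1 50 nM + b-AHA-H3(1-15)K9me1 75 nM, 30 min RT; compound added, 30 min RT; streptavidin donor/Ni-chelate acceptor beads 10 ug/mL each final, 30 min RT dark; AlphaScreen read.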
* = called active by the depositor; ? = inconclusive; [ ] = dose if it differs, or a comment. On the % scale 0 is the no-effect control and ±100 the full control effect; potency means the concentration at half of the fitted maximal effect. Some of the compounds tested; rates above refer to the full screens.

cpd	SMILES	L3MBTL1 inh
1	CCCCn1c(N)c(N(CC(C)C)C(=O)COc2cc(C)ccc2Cl)c(=O)[nH]c1=O	-5%
2	COc1cccc(N2CC(NS(=O)(=O)c3cccnc3)CC2=O)c1 (configuration not stated)	6%
3	CC(=O)C1=C(O)C(=O)N(c2ccc(O)cc2)C1c1ccccc1[N+](=O)[O-] (configuration not stated)	3%
4	CN1CCC(N(C)S(=O)(=O)c2ccc(NC(=O)COc3ccc(Br)cc3Cl)cc2)CC1	-12%
5	O=C(CSc1cccc[n+]1[O-])Nc1cc(Cl)ccc1[N+](=O)[O-]	1%
6	CC(=O)c1cc2c(cc1NC(=O)Cn1cnc3ccccc3c1=O)OCO2	0%
7	COc1ccccc1CCN1CCCC(CN(C)C(=O)CCC(N)=O)C1 (configuration not stated)	10%
8	O=C(CN1CCC(O)(c2cccc(C(F)(F)F)c2)CC1)NCCc1ccccc1	-4%
9	Cc1cc(NC(=O)CSc2nnc3ccc(-c4ccc(F)cc4)nn23)no1	2%
10	O=C(Nc1cccc(-c2ccc(N3CCOCC3)nn2)c1)c1ccc(F)cc1F	4%
11	Cc1cccc(NS(=O)(=O)c2ccc(C(=O)N3CCCC3)cc2)c1C	-2%
12	CCN(CC(=O)Nc1ccc(OC)cc1)C(=O)c1ccc2c(c1)NC(=O)C(C)S2 (configuration not stated)	5%
13	CCC(CC)C(=O)Nc1nnc(CCc2ccccc2)s1	-4%
14	CCN(Cc1ccccc1)S(=O)(=O)c1ccc(C(=O)N(CCCN(C)C)c2nc3c(C)c(C)ccc3s2)cc1	-10%
15	COc1ccc(C(=O)COC(=O)CNC(=O)c2ccc(C)s2)c(OC)c1	?
16	CC(=O)Oc1cccc(C2C3=C(CC(C)(C)CC3=O)Nc3ccccc3N2C(C)=O)c1 (configuration not stated)	-7%[2.29 µM]
17	CN(CC(=O)Nc1ccc(S(=O)(=O)N2CCOCC2)cc1)Cc1ccc(F)cc1	-9%
18	O=C(Nc1ccc(-c2csc(Nc3ccc(Cl)cc3)n2)cc1)c1ccccc1	4%
19	C#CCOc1ccc(CNC[C@H]2O[C@@H](n3cnc4c(N)ncnc43)[C@H](O)[C@@H]2O)cc1	12%
20	CC(C)Cc1nnc(NC(=O)c2ccc3c(c2)OCCO3)s1	36%[activator]

More results follow:
cpd	SMILES	L3MBTL1 inh
21	CCOc1ccccc1NC(=O)NCCN1CCCCC1	-5%
22	Cc1ccc(S(=O)(=O)NC2CC(C)(C)NC(C)(C)C2)cc1C	8%
23	COc1cc(OC)cc(C(=O)NNC(=O)CNC(=O)c2ccc(Br)o2)c1	0%
24	CC1(C)Oc2ccc3ccc(=O)oc3c2C(/C=N/O)=C1Cl	6%[2.29 µM]
25	O=C(CNc1cccc(S(=O)(=O)N2CCOCC2)c1)Nc1ccc(C(F)(F)F)cc1	-4%
26	COC(=O)/C=C/c1cnc[nH]1	8%
27	CC(C)(NC(=O)c1ccccc1)c1nc2ccccc2s1	7%
28	CCCCN(C(=O)C1=COCCO1)c1c(N)n(CCCC)c(=O)[nH]c1=O	-3%
29	Cc1nnc(SCC(=O)N(C)C2CCCCC2)n1C	4%
30	COc1ccc(Cl)cc1NC(=O)CN(C)C(=O)c1ccc2c(c1)OCCO2	4%
31	O=C(COC(=O)c1c(F)cccc1F)Nc1ccc(N2CCCCC2)cc1	-8%
32	COC(=O)c1cc(Cl)cc2c(CCO)c[nH]c12	4%
33	CC(=O)Nc1ccc(NC(=O)c2ccc(S(=O)(=O)N(C)c3ccccc3)cc2)cc1	-1%
34	O=C(COC(=O)c1ccc2ccccc2c1O)NCc1ccccc1	3%
35	Cc1ccc(C2(C)NC(=O)N(CC(=O)N3CCN(S(=O)(=O)c4ccc(Cl)s4)CC3)C2=O)cc1 (configuration not stated)	-6%
36	O=C(Nc1ccccc1)C(Cl)C(=O)c1ccccc1 (configuration not stated)	0%[2.29 µM]
37	Cc1nnc(SCC(=O)Nc2ccc([N+](=O)[O-])cc2)n1C	58%[activator]
38	O=C(CN1CCOCC1)NCc1cc([N+](=O)[O-])ccc1O	-5%[2.29 µM]
39	CCCCn1c(N)c(N(CC(C)C)C(=O)C2CC(=O)N(c3ccc(CC)cc3)C2)c(=O)[nH]c1=O (configuration not stated)	-1%
40	N#Cc1cccc(NC(=O)CN2C(=O)NC3(CCCCCC3)C2=O)c1	0%

Continuation:
cpd	SMILES	L3MBTL1 inh
41	O=C(CN1CCOCC1)Nc1ccc([N+](=O)[O-])cc1	12%
42	Cc1ccc(-n2c(SCC(=O)NCC3CCCO3)nc3ccccc3c2=O)cc1C (configuration not stated)	2%
43	COc1ccc(CN2CCC(C(=O)c3cccc(Cl)c3)CC2)cc1	1%[2.29 µM]
44	CCN(CC(=O)Nc1ccc(NC(C)=O)cc1)C(=O)c1cccc(S(=O)(=O)N2CCc3ccccc3C2)c1	4%
45	CN1CCN(S(=O)(=O)c2cccc(C(=O)NC3(C)CCS(=O)(=O)C3)c2)CC1 (configuration not stated)	-1%
46	CC1CC(C)CN(C(=O)c2ccc3c(c2)OCCO3)C1 (configuration not stated)	6%
47	CCOc1ccc(Cn2nnc(-c3ccc(S(C)(=O)=O)cc3)n2)cc1OCC	1%
48	COc1cc(S(=O)(=O)NCC2(N3CCCCC3)CCCCC2)ccc1NC(C)=O	-1%
49	C[C@H](CO)N1C[C@H](C)[C@@H](CN(C)Cc2ccc3c(c2)OCO3)Oc2c(NC(=O)C3CCCCC3)cccc2C1=O	-6%
50	COc1ccc(Cl)cc1NC(=O)COC(=O)C1CC(=O)N(Cc2ccccc2)C1 (configuration not stated)	-1%
51	Cc1ccc(Nc2nc(-c3sc(N)nc3C)cs2)cc1	-9%
52	CCN(CC(=O)NC1CCS(=O)(=O)C1)C(=O)c1ccc(S(=O)(=O)N(CC)CC)cc1 (configuration not stated)	1%
53	O=C(NC1CC(=O)N(c2ccc(F)cc2)C1)C(=O)c1c[nH]c2ccccc12 (configuration not stated)	3%
54	Cc1cc2[nH]c(=O)c(=O)[nH]c2cc1S(=O)(=O)N1CCC(C)CC1	-1%
55	O=[N+]([O-])c1cccc2c(S(=O)(=O)N3CCOCC3)cccc12	-15%
56	COC(=O)[C@@]1(Cc2ccccc2)[C@H]2C(=O)N(Cc3ccccc3)C(=O)[C@H]2[C@H]2CN=C(SCc3ccccc3)N21	3%
57	CN(C)C(CNC(=O)c1ccc(S(=O)(=O)Nc2cccc(C(F)(F)F)c2)cc1)c1ccco1 (configuration not stated)	2%
58	CC1c2cc3c(cc2CCN1CC(=O)Nc1ccccc1)OCCCO3 (configuration not stated)	-6%
59	CCC(CO)Oc1cc(NCc2ccc(Cl)cc2Cl)c2ncn(C(C)C)c2c1 (configuration not stated)	-25%
60	COc1ccc(C(=O)COC(=O)CNC(=O)c2ccccc2)cc1F	-2%

(cont.)
cpd	SMILES	L3MBTL1 inh
61	Cc1ccc(C)c(NC(=O)CN(C)C(=O)CC2OC(=O)c3ccccc32)c1 (configuration not stated)	-1%
62	CC(=O)c1ccc(OCCCC(=O)Nc2cc(S(=O)(=O)N3CCCCC3)ccc2C)cc1	5%
63	CC(C)Cn1c(SCC(=O)Nc2cc(Cl)c(Cl)cc2Cl)nc(O)cc1=O	0%
64	Cc1ccc2c(cnn2C(=O)CCCC(=O)NCc2ccc(Cl)cc2)c1	5%
65	COc1ccc(NC(=O)C#Cc2ccccc2)cc1OC	0%
66	COc1ccc(S(=O)(=O)N2CCN(C(=O)CCCN3C(=O)NC4(CCCC4)C3=O)CC2)cc1	5%
67	O=C(Nc1cc(C(F)(F)F)ccc1-n1cncn1)c1cn2ccccc2n1	8%
68	O=C(COc1ccc(Cl)cc1)Nc1cccc(S(=O)(=O)NCc2ccco2)c1	1%
69	O=C(COc1cc(F)ccc1[N+](=O)[O-])NCC1CCCO1 (configuration not stated)	7%
70	CC1CCCC(C)N1C(=O)CN1c2cccc3cccc(c23)S1(=O)=O (configuration not stated)	-2%
71	Cn1c(=NC(=O)CS(=O)(=O)c2ccccc2)sc2ccccc21	0%
72	CCN(C(=O)C1=COCCO1)c1nc2c(C)cccc2s1	5%
73	CCOC(=O)C1=CN(Cc2cccc(I)c2)S(=O)(=O)N(C)C1C (configuration not stated)	27%
74	Cc1ccc(C)c(CN2C(=O)COc3ccccc32)c1	18%
75	O=C(C[C@H]1C/C=C\C[C@@H](Cc2ccc(F)cc2)C(=O)OC[C@H]2CCCN2C1=O)NCCO	0%
76	COc1ccc(C(=O)CSC2=NS(=O)(=O)c3cc(Cl)ccc3N2)cc1	0%
77	Cc1nc(SCc2nc3ccc(Br)cc3[nH]2)c2oc3ccccc3c2n1	0%
78	Cc1ccc(NC(=O)c2cccc(C(F)(F)F)c2)cc1NC(=O)c1[nH]cnc1C(N)=O	-10%
79	COC(=O)CCCC(=O)NC1CCCc2c1cnn2-c1ccc(F)cc1F (configuration not stated)	5%
80	O=C1CC2(CCN(C(=O)c3ccc(Br)cc3)CC2)Oc2ccccc21	-2%

Carrying on.
cpd	SMILES	L3MBTL1 inh
81	CCOC(=O)C1CCCN(C(=O)c2ccc(C(=O)c3ccccc3)cc2)C1 (configuration not stated)	1%
82	CCC(C(=O)Nc1c(C)cc(C)cc1C)N1CCCCCC1 (configuration not stated)	-3%
83	O=C(NCCCN1CCOCC1)C(c1ccccc1)c1ccccc1	-4%
84	COc1ccc(S(=O)(=O)N2CCOCC2)cc1NC(=O)CN1C(=O)NC2(CCCCC2C)C1=O (configuration not stated)	-5%
85	COc1ccc(S(=O)(=O)N2CCN(S(=O)(=O)c3c(F)cccc3F)CC2)cc1	-13%
86	CSc1ccc(-c2sc(Nc3cccc4ccccc34)n[n+]2-c2ccccc2)cc1	-23%
87	O=C(c1ccccc1)N1CCC(CC2CC(c3ccc(Cl)cc3)=NO2)(C(=O)NCC2CCCCC2)CC1 (configuration not stated)	-3%
88	NS(=O)(=O)c1ccc(N2N=C(c3ccccc3)CC2c2cccc(Cl)c2)cc1 (configuration not stated)	40%[activator]
89	CCC1(C)NC(=O)N(CC(=O)N2CCC(Cc3ccccc3)CC2)C1=O (configuration not stated)	6%
90	Cc1ccc(Oc2ccccc2NC(=O)C2=COCCO2)cc1	16%
91	C=CCn1c(SCc2cccc(OC)c2)nnc1-c1ccncc1	0%
92	CCCn1c(=NC(=O)CCS(=O)(=O)c2ccccc2)sc2cc(S(N)(=O)=O)ccc21	5%
93	COc1ccc(CC(=O)Oc2ccc(Br)cc2F)cc1S(=O)(=O)N1CCOCC1	2%
94	Cc1ccc(NC(=O)CCN2C(=O)C3CCCCC3C2=O)cc1[N+](=O)[O-] (configuration not stated)	1%
95	CC(C)(C)OC(=O)N1CCC(Cc2cc(-c3ccccc3)no2)(C(=O)O)CC1	3%
96	Cc1ccccc1C(=O)Nc1cccc(C(=O)Nc2ccccc2C(=O)O)c1	0%
97	COc1cc(CNC2CCCCCCC2)c(Br)cc1OCCO	2%
98	COc1ccccc1C(=O)COC(=O)CSCC(=O)Nc1cc(C)on1	1%
99	CCOc1ccccc1/C=N/NC(=O)C[n+]1ccccc1	-1%
100	O=C(COC(=O)COc1ccccc1[N+](=O)[O-])Nc1ccc2c(c1)OCO2	-2%

Pulled by compound from the entries so far:
cpd	SMILES	L3MBTL1 inh
85	COc1ccc(S(=O)(=O)N2CCN(S(=O)(=O)c3c(F)cccc3F)CC2)cc1	-13%
92	CCCn1c(=NC(=O)CCS(=O)(=O)c2ccccc2)sc2cc(S(N)(=O)=O)ccc21	5%
93	COc1ccc(CC(=O)Oc2ccc(Br)cc2F)cc1S(=O)(=O)N1CCOCC1	2%
90	Cc1ccc(Oc2ccccc2NC(=O)C2=COCCO2)cc1	16%

Gathered by group: the compounds so far with a COOH group
cpd	SMILES	L3MBTL1 inh
95	CC(C)(C)OC(=O)N1CCC(Cc2cc(-c3ccccc3)no2)(C(=O)O)CC1	3%
96	Cc1ccccc1C(=O)Nc1cccc(C(=O)Nc2ccccc2C(=O)O)c1	0%

(cont.)
cpd	SMILES	L3MBTL1 inh
101	CC(C)N(CCn1c(SCC(=O)Nc2cccnc2Cl)nc2ccccc2c1=O)C(C)C	2%
102	O=C1CCc2cc(NS(=O)(=O)c3cc(F)ccc3F)cc3c2N1CC3	0%
103	COc1ccc(NC(=O)c2ccc(N3CCCC3=O)cc2)cc1Cl	-8%
104	COC(=O)[C@@]12CCCN1[C@H](c1ccc(-c3ccc(OC)cc3)cc1)[C@@H]1C(=O)N(C)C(=O)[C@@H]12	-3%
105	CN(CC(=O)Nc1cccc(F)c1)C(=O)CN1C(=O)NC2(CCCC2)C1=O	3%
106	O=C(c1ccccc1Cc1ccccc1)N1CCN(S(=O)(=O)c2ccccc2[N+](=O)[O-])CC1	-13%
107	CC(=O)NC1c2ccccc2C(=O)N1Cc1ccccc1 (configuration not stated)	3%
108	Cc1cc(Cl)cc2sc(NC(=O)C3CC3)nc12	5%
109	Cc1ccccc1C(=O)N1CCC(C(=O)OCc2nc(N)nc(Nc3ccccc3)n2)CC1	-1%
110	O=C(CN1C(=O)NC2(CCCCCC2)C1=O)NCCc1ccc(F)cc1	-1%
111	C=C(C)COc1ccc2c(C)c(CC(=O)N3C[C@H]4C[C@@H](C3)c3cccc(=O)n3C4)c(=O)oc2c1C	8%
112	C=CCOc1ccc(/C=C/C(=O)OCC(=O)NCCCc2ccccc2)cc1	7%
113	CC(=O)Nc1ccc(S(=O)(=O)N(C)CC(=O)NC2CCCCCCC2)cc1	7%
114	COc1cccc(NCc2nnc(SCC(=O)NC3CCS(=O)(=O)C3)n2C2CCCCC2)c1 (configuration not stated)	3%
115	Cc1ccc(NC(=O)CNc2cccc(S(=O)(=O)N3CCCCC3)c2)cc1F	7%
116	O=c1[nH]c(/C=C\c2cccc(F)c2)nc(O)c1[N+](=O)[O-]	7%
117	COc1cc(OC)cc(C(=O)NC(=S)N2CCCCC2c2cccnc2)c1 (configuration not stated)	35%[activator]
